High-throughput results from PubChem BioAssay.
HCV inh: inhibitors of hepatitis C virus infection; Potency, µM (top dose mostly 41.8 µM), for inactives: at the highest dose activity change, negative = inhibition, usual class: inhibitors; 340,000 tested, 3.4% active; AID 651820; Huh7.5.1 HCVcc-Cre infection, luciferase reporter, 44 h; note: potency is the fitted concentration of half-maximal effect; % is set by controls: 0 for no effect and ±100 for the full control effect
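Cells (1,000/well) were plated 4 h before compound, then infected with HCVcc-Cre virus (~0.5 moi). After 44 h further culture, infection was read as luciferase luminescence following a 15 min substrate incubation at room temperature.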
Tb PYK inh: T. brucei pyruvate kinase inhibition | Q57TT1 | TbPYK enzyme, Kinase-Glo Plus ATP luminescence, 45 min | Potency, µM (top dose mostly 76.8 µM), without a hit: at the highest dose activity, negative = inhibition, hits mostly inhibitors | 410,000 tested, 0.12% active; note: potency is the fitted concentration of half-maximal effect; % is set by controls: 0 for no effect and ±100 for the full control effect; nearly all actives have a fitted effect of over 50% in size
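Glycolytic pyruvate kinase of T. brucei was incubated with substrate, test compound and 130 uM ADP for 45 minutes at room temperature. Luminescent Kinase-Glo Plus signal was measured after 10 minutes.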
Pf growth 48h: inhibits P. falciparum growth in the first generation, 48 h. P. falciparum luciferase growth in erythrocytes, 48 h. Potency, µM (doses to about 28.7 µM), without a hit: top-dose activity change, negative = inhibition, most hits filed as inhibitors. 310,000 tested, 5.9% active; note: potency is the fitted concentration of half-maximal effect; % is set by controls: 0 for no effect and ±100 for the full control effect
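First compound was added to culture medium, then infected red cells at 0.1% parasitemia and 2% hematocrit (final). After incubation at 37 C under 5% CO2, luciferase detection reagent was dispensed and light output recorded.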
CHX counter: affects cycloheximide protein synthesis inhibition readout, counter-screen; cell reporter, cycloheximide protein synthesis inhibition counterscreen; max response, %; 300,000 tested, 12% active; AID 2314; in the data active = max response mostly above about 13%, no sharp cut-off; inactive = mostly below about 14%; note: read at 38.3 µM for the half of the compounds with a filed dose; 0% is about no effect
Shiga toxin inh: blocks Shiga toxin action in Vero cells | Vero cells, Shiga toxin protein synthesis inhibition reporter | inhibition, % at 38.7 µM | 290,000 tested, 9.2% active | AID 2315; in the data active = inhibition mostly above about 28%, no sharp cut-off; inactive = mostly below about 43%; note: 0% is about no effect
Pf growth 96h: inhibits malaria parasite growth, 96 h; P. falciparum luciferase reporter growth, 96 h; Potency, µM (titrated, usually from 28.7 µM), inactives show at the top dose activity change, negative = inhibition, actives largely listed as inhibitors; 320,000 tested, 6.9% active; note: potency is the fitted concentration of half-maximal effect; % is set by controls: 0 for no effect and ±100 for the full control effect
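Readout is luminescence from an integrated firefly luciferase in P. falciparum. Red cells, 2% hematocrit and 0.05% parasitemia final, were cultured with compound through two parasite generations (96 hours) at 37 C, 5% CO2.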
LmPK inhibitor: LmPK (Leishmania mexicana) enzyme inhibition; purified LmPK, Kinase-Glo ATP luminescence, 1 h; Potency, µM (highest dose often 57.5 µM), inactives show at the top dose activity change, negative = inhibition, usual class: inhibitors; 290,000 tested, 0.37% active; AID 1721; note: potency is the fitted concentration of half-maximal effect; % is set by controls: 0 for no effect and ±100 for the full control effect
Target sequence (Q27686 whole entry, looked up): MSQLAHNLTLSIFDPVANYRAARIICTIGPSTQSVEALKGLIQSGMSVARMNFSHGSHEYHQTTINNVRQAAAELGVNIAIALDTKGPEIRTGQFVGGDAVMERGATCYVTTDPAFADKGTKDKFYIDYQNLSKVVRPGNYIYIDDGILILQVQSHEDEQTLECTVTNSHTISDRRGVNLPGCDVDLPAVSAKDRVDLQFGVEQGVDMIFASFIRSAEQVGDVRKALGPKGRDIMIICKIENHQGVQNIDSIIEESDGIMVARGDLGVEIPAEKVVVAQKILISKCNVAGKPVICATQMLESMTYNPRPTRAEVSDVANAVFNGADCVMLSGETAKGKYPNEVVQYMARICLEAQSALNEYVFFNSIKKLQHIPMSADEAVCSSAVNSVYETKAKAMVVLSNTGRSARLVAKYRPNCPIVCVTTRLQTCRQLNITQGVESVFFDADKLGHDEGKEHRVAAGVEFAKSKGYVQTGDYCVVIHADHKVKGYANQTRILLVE
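In 50 mM imidazole pH 7.2 with 7 mM MgCl2, LmPK (0.1 nM) turned over PEP (0.5 mM) and ADP (0.1 mM) for 1 h at room temperature. Luciferase read-out of ATP.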
* hit, by the source's call; ? = inconclusive; · = not tested or not shown; & = joins results of further samples; [ ] = remark or other dose. Unless noted, calls come from the whole dose curve; as a rule, active = well fitted curve in the direction sought with a large enough effect; inconclusive = small, poorly fitted or top-dose-only effect, or another doubt; inactive = no such curve, though single readings can be large; an effect the other way counts as inactive or inconclusive.

SMILES	HCV inh	Tb PYK inh	Pf growth 48h	CHX counter	Shiga toxin inh	Pf growth 96h	LmPK inhibitor
CCCC(c1nnnn1CCC(C)C)N1CCC(C(N)=O)CC1 (stereo unspecified)	-3.8%	-0.7%	11.7µM*	-6.7	27.4	9.28µM*	-2.0%
COc1ccc(C(CNC(=S)NCc2ccccc2)N2CCCC2)cc1 (stereo unspecified)	10.4%	0.2%	-0.2%	2.1	-5.1	?	-4.1%
Cc1ccnc(NC(=O)CNC(=O)c2ccc(C)s2)c1	16.4%	-10.1%	75.1%[activator]	·	·	125.6%[activator]	·
Cc1cccc(NC(=O)CCC(=O)N/N=C/c2cccnc2)c1	2.6%	1.8%	?	-3.2	-18.6	-10.1%	-5.7%
O=C(CCCN1C(=O)c2ccccc2C1=O)NCCC1=CCCCC1	-12.3%	-1.7%	18.5%	-2.2	-2.9	·	1.0%
O=C(Nc1ccccc1[N+](=O)[O-])c1cccnc1Cl	41.8%[activator]	0.0%	9.0%	-0.9	-5.4	17.7%	-1.5%
Cc1[nH]c2c(Cl)cccc2c1CCNC(=O)C1CCCCC1C(=O)OCC(F)(F)F (stereo unspecified)	-5.0%	0.8%	?	-3.7	-0.6	2.1%	5.3%
Cc1ccc(S(=O)(=O)N2CCC(=O)N(C(COCc3ccc(Cl)c(Cl)c3)Cc3ccccc3)CC2)cc1 (stereo unspecified)	9.1%	0.0%	9.28µM*	-2.6	-11.9	?	1.6%
CCOC(=O)Cc1nnc(-c2ccccc2)o1	12.9%	-0.2%	15.9%	22.3*	35.9	?	3.4%
NC(=O)CSc1oc(-c2ccco2)nc1S(=O)(=O)c1ccc(Br)cc1	?	-5.1%&4.1%	-13.2%	10.6	21.9	-4.1%	-5.7%
Cc1cccnc1NC(=O)c1ccco1	2.9%	2.7%	?	·	·	33.4%[activator]	·
CCOC(=O)c1c(C)[nH]c(C2=NNC(=NC3CC3)SC2)c1C	?	7.94µM*	39.4%[activator]	10.4	32.0*	-33.4%	-22.4%
CCc1nc(C#N)c(N2CCOCC2)o1	7.4%	0.5%	0.0%	-1.7	-11.8	9.4%	4.1%
CN1CCN(CC#CC(C)(O)C2CC3C=CC2C3)CC1 (stereo unspecified)	11.9%	3.0%	12.8%	-2.7	5.0	-1.7%	-1.0%
CCOC(=O)c1cccc(NC(=O)CSc2nnc(CNc3ccc(C)cc3)n2CC)c1	-19.4%	3.7%	-2.4%	1.5	-14.5	?	3.2%
CCOC(=O)c1nn(-c2ccccc2C)c2nc(Nc3ccccc3)cc(=O)n12	29.6%	-0.7%	4.8%	-1.3	-5.0	12.0%	-1.5%
Cc1ccc(N(CC(=O)NC2CCCC2)C(=O)CCC(=O)Nc2nccs2)c(C)c1	-8.3%	2.0%	?	-3.1	-3.7	14.7%	4.1%
O=C(NCCCN1CCC(Cc2ccccc2)CC1)C1CCN(S(=O)(=O)N2CCOCC2)CC1	?	-7.8%	-1.0%	-1.5	-1.3	·	-1.8%
CCOc1ccccc1NC1=CC(=O)CC(c2ccccc2)C1 (stereo unspecified)	?	-1.7%	-15.2%	-4.8	-18.1	9.9%	-1.2%
COCc1nc2ccccc2n1CCOc1ccccc1OC	-6.1%	4.7%	?	6.4	22.6	198.7%[activator]	0.1%
COc1ccc(NC(=O)N2CCc3ccccc32)cc1	16.6%	?	125.5%[activator]	28.6*	38.4	·	12.6µM*
COC(=O)c1nn(-c2ccc(OC)cc2)ccc1=O	-1.9%	-7.5%	·	-3.0	-7.6	0.0%	-4.7%
COc1cc(C(=O)NCCC(=O)NCCCN2CCCCC2)cc(OC)c1OC	·	4.2%	3.4%	-2.5	-10.3	38.3%[activator]	2.0%
CCCc1nn(C(=O)c2ccccc2)c2c1C(=O)CC(C)(C)C2	18.4%	0.4%	·	7.5	-0.9	-1.3%	0.0%
CN(c1ccccc1C(=O)O)S(=O)(=O)c1ccc2c3c(cccc13)C(=O)N2	-0.9%	-8.3%	8.1%	-1.2	-2.7	11.7µM*	5.8%
COc1ccc2c3c1OC1C(O)C=CC4C(C2)[N+](C)(C)CCC341 (stereo unspecified)	1.3%	?	2.2%[0.00184 µM]	-3.9	1.4	5.5%	-3.5%
CCCCc1ncc(CN2CCN(Cc3ccc(C)cc3)C(CCO)C2)[nH]1 (stereo unspecified)	-26.0%	0.7%	?	-1.3	9.9	14.8%	-2.9%
Cc1ccc(NC(=O)NC(=O)CN2CCCC2c2ccc3c(c2)OCCO3)cc1C (stereo unspecified)	-1.4%	0.8%	2.5%	·	·	?	·
COC(=O)C1=C(c2ccc(-c3ccccc3)c(F)c2)C[C@@H]2CC[C@H]1N2C(=O)NCCO	?	0.0%	?	·	·	-25.3%	·
CC(C)NS(=O)(=O)c1ccc(NC(=S)NC(=O)c2cccc([N+](=O)[O-])c2)cc1	-5.5%	0.5%	19.4%	-2.2	6.5	13.1µM*	-0.2%
COCCOC(=O)C1=C(C)OC(N)=C(C(=O)OC)C12C(=O)Nc1ccccc12 (stereo unspecified)	12.2%	5.7%	-14.2%	1.5	11.6	45.7%[activator]	0.1%
CN(C(=O)CSc1nnc(-c2n[nH]c3ccccc23)o1)c1ccccc1	-14.6%	2.1%	-1.1%	15.1*	23.0	-9.2%	-9.2%
O=C(Cc1ccc([N+](=O)[O-])cc1)Nc1ccc(Cl)cc1	22.1%	5.4%	10.4µM*	1.2	18.6	3.5%	7.8%
CCCn1cccc(C(=O)Nc2ccc(OC)cc2)c1=O	-10.8%	-3.4%	8.1%	22.2*	53.4	24.9%	-7.6%
COc1cc(NS(=O)(=O)c2ccc3c(c2)CCCN3C(C)=O)cc(OC)c1OC	·	-8.7%	·	11.5	1.3	·	·
CC/C(=N\Nc1ccccc1)c1c(O)n(C)c(=O)n(C)c1=O	-8.5%	-8.5%	-16.4%	-7.5	-6.1	?	2.1%
COc1ccc(C(C(=O)NC(C)(C)C)N(C(=O)CCC(=O)Nc2cc(C)on2)c2ccc3c(c2)OCCO3)cc1 (stereo unspecified)	6.4%	-4.0%	?	0.4	-6.5	-12.0%	7.0%
CNC(=S)Nc1ccc(OC(F)(F)F)cc1	14.0%	1.2%	40.5%[activator][5.75 µM]	4.2	-2.9	-1.2%	1.7%
CC1Cc2ccccc2N1CC(=O)NC(=O)NC(C)(C)C (stereo unspecified)	-4.7%	-0.8%	6.2%	-3.0	-8.2	6.1%	3.2%
O=C1CCc2cc(S(=O)(=O)N3CCC(C(=O)NCCC4=CCCCC4)CC3)ccc2N1	-7.5%	-4.3%	·	-3.4	1.0	0.828µM*	-6.7%

Given as a markdown table: part of the list above.
| SMILES | HCV inh | Tb PYK inh | Pf growth 48h | CHX counter | Shiga toxin inh | Pf growth 96h | LmPK inhibitor |
| --- | --- | --- | --- | --- | --- | --- | --- |
| O=C(Cc1ccc([N+](=O)[O-])cc1)Nc1ccc(Cl)cc1 | 22.1% | 5.4% | 10.4µM* | 1.2 | 18.6 | 3.5% | 7.8% |
| CCCn1cccc(C(=O)Nc2ccc(OC)cc2)c1=O | -10.8% | -3.4% | 8.1% | 22.2* | 53.4 | 24.9% | -7.6% |

Complete entries as entered above:
O=C1CCc2cc(S(=O)(=O)N3CCC(C(=O)NCCC4=CCCCC4)CC3)ccc2N1 reads HCV inh: -7.5%; Tb PYK inh: -4.3%; Pf growth 48h: ·; CHX counter: -3.4; Shiga toxin inh: 1.0; Pf growth 96h: 0.828µM*; LmPK inhibitor: -6.7%
COc1cc(NS(=O)(=O)c2ccc3c(c2)CCCN3C(C)=O)cc(OC)c1OC reads HCV inh: ·; Tb PYK inh: -8.7%; Pf growth 48h: ·; CHX counter: 11.5; Shiga toxin inh: 1.3; Pf growth 96h: ·; LmPK inhibitor: ·

Other structures:
SMILES	HCV inh	Tb PYK inh	Pf growth 48h	CHX counter	Shiga toxin inh	Pf growth 96h	LmPK inhibitor
CC(=O)N1CCC2(CC1)C(C#N)=C(N)Oc1n[nH]c(C)c12	-14.5%	0.5%	0.5%	-2.9	-9.6	·	0.9%
O=C(c1ccc(F)cc1)N1CCC(N2CCOCC2)CC1	16.8%	3.5%	13.4%	-1.2	-10.0	55.3%[activator]	-2.1%
CCn1c(SCC(=O)N(C)CCC#N)nc2cc(S(=O)(=O)N3CCOCC3)ccc21	?	0.5%	-7.2%	·	·	-2.6%	·
NS(=O)(=O)c1ccc(CNC(=O)CNC(=O)c2ccc(Br)o2)cc1	-2.5%	-4.9%	52.2%[activator]	22.0	55.2	24.7%	-4.0%
CCCNC(=O)c1cc2ccccc2c(=O)o1	30.5%[activator]	-4.5%	-2.3%	20.6*	56.7*	2.5%	-9.1%
O=S(=O)(c1cccc(Cl)c1Cl)N1CCN(C(=S)NCCCN2CCOCC2)CC1	?	2.1%	-17.6%	-2.4	-3.4	?	-9.0%
CCC(=O)N1CCN(c2ccc(NC(=S)NC(=O)C(C)C)cc2)CC1	5.1%	-1.0%	?	-0.5	6.9	?	5.2%
O=C1c2ccncc2C(=O)N1CNc1ccc(Cl)cc1	-5.4%	-3.4%	6.4%	-1.6	29.5	37.5%	1.9%[11.5 µM]
CC(C)C(NC(=O)OCc1ccccc1)C(=O)OCC(=O)NC1CC1 (stereo unspecified)	-3.3%	1.4%	2.6%	3.6	5.6	?	0.3%
O=C(NCc1ccc(OC(F)(F)F)cc1)C1CCC(=O)N(C2CC2)C1 (stereo unspecified)	-21.5%	0.5%	15.0%	3.1	-3.4	1.8%	1.4%
CCN1C(=O)C(=O)N(CC(=O)N2CCC(C)Sc3ccccc32)C1=O (stereo unspecified)	8.6%	-8.1%	0.0%	·	·	-9.5%	·
CC(=O)Nc1ccc2c(c1)CCc1ccccc1-2	-21.1%	0.0%	·	46.5*	96.9*	-16.8%	-1.3%
CCc1nnc(NC(=O)c2c(C)nn(-c3ccccc3)c2Cl)s1	9.2%	6.6%	0.7%	42.4*	31.0	?	2.6%
COCC(C)NCc1ccc(OC)c(Br)c1 (stereo unspecified)	5.3%	3.6%	-28.9%	-5.0	-16.5	11.7µM*	-1.1%
COc1ccccc1NS(=O)(=O)c1cccc(C(=O)N2CCN(C(=O)c3ccco3)CC2)c1	4.3%	3.1%	?	·	·	?	·
C#CCOCCOCCOCCNc1nc(N2CCN(C(=O)[C@H](CCCCN)n3cc([C@@H](N)CO)nn3)CC2)nc(N2CCN(C(=O)[C@H](Cc3cc4ccccc4[nH]3)n3cc([C@@H](N)CC(C)C)nn3)CC2)n1	·	·	7.5%	-3.1	-12.8	-7.2%	2.5%
Nc1nc(NC(=O)c2ccccc2)nn1-c1ccccc1	8.5%	-8.1%	90.1%[activator]	12.7*	35.7*	128.6%[activator]	-6.6%
Cc1cccc(C)c1NC1=NCCCCS1	16.2%	5.2%	10.6%	-5.1	-22.0	27.8%	0.4%
Cc1cc(C)c2nc(N3CCN(C)CC3)c(C#N)cc2c1	-3.1%	-2.9%	0.6%	11.2	-10.4	?	3.2%
Cc1cccc(OP(N)(=O)Oc2cccc(C)c2C)c1C	-10.4%	-10.1%	-4.5%	-2.6	19.2	-1.7%	11.5%
CCOC(=O)Cc1nnc(NC(=O)CSc2ncc(-c3ccccc3)nn2)s1	-11.0%	6.8%	23.6%	-1.2	0.6	?	9.8%
Cc1cc(-c2n[nH]c(=S)n2/N=C/c2ccco2)n[nH]1	5.2%	?	24.2%	1.0	-9.0	22.6%	6.5%
